12-LOX inh: Primary qHTS assay for inhibitors of human arachidonate 12S-lipoxygenase (ALOX12): Round 2 | Potency, µM (doses to about 108 µM), for the others: at the top dose activity change, negative = inhibition, hits mostly inhibitors | purified 12hLO, xylenol orange hydroperoxide absorbance | 580,000 tested, 1.1% active | AID 1671190, 2021 | Polyunsaturated fatty acid lipoxygenase ALOX12 (Homo sapiens), P18054; active = well fitted inhibition curve with a large enough effect; inconclusive = small, poorly fitted or top-dose-only effect, or another doubt; inactive = no such curve, though single readings can be large or run the other way
Target sequence (P18054 whole entry, looked up): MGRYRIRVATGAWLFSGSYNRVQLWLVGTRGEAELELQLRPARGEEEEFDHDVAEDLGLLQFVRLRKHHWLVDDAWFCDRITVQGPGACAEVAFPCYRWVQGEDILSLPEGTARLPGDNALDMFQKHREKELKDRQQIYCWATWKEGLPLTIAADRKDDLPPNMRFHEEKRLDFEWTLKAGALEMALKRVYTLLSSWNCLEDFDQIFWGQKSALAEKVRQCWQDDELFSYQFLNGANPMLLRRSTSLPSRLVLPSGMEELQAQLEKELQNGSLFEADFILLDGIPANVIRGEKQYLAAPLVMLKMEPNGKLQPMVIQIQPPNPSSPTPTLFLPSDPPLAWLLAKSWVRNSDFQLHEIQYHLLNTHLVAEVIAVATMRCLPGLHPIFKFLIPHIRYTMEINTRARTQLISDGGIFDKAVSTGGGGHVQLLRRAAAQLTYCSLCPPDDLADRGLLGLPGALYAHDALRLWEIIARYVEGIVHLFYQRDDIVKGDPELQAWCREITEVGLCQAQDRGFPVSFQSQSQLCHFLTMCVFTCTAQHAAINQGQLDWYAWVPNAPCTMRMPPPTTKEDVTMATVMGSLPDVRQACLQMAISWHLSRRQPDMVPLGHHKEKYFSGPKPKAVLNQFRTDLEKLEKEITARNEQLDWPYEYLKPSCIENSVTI
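Purified human 12hLO (150 nM final) in 25 mM Hepes, 0.01% Triton X-100, pH 7.0 was preincubated 15 min at room temperature with compound. Then 40 uM arachidonic acid was added, 30 min. Hydroperoxide was read by Fe-XO absorbance ratio 573/405 nm.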
Active calls of the source: *; [ ] = remark or other dose. % is scaled to controls: 0 for no effect and ±100 for the full control effect; potency is read from the fitted curve at half-maximal effect.

O=S(=O)(NC[C@H]1C[C@@H]2CCN1C[C@@H]2CN1CCN(c2ccccn2)CC1)c1cccs1 was read as 12-LOX inh -43%.
`Nc1ccc(N=Nc2ccc(-c3ccc(N=Nc4c(S(=O)(=O)O)cc5cc(S(=O)(=O)O)c(N=Nc6ccccc6)c(O)c5c4N)cc3)cc2)c(N)c1` gave 12-LOX inh 13%.
Screening O=C(Nc1ccccc1)N1C[C@@H]2C[C@H](C1)c1c(-c3ccc(Cl)cc3)ccc(=O)n1C2 returned 12-LOX inh inconclusive.
Cc1cc(C)nc(N2CC3CCC(C2)N3CC(F)(F)F)c1 was read as 12-LOX inh 4%[6.33 µM].
For C=C[C@H]1CN2CC[C@H]1C[C@@H]2CNC(=O)c1ccc(C#N)cc1 the results were 12-LOX inh 64%[activator][176 µM].
COc1ccc(-c2cn(C[C@H]3CC4CCN3C[C@@H]4C(=O)NCc3ccccc3OC)nn2)cc1 (stereo partly drawn) was read as 12-LOX inh 8%.
Screening CC12CN3CN(C1)CC(C)(C3)C2=O returned 12-LOX inh 6%.
`CN(Cc1ccccc1)Cc1cn(C[C@H]2C[C@@H]3CCN2C[C@@H]3C(=O)Nc2ccccc2)nn1` gave 12-LOX inh 0%.
C#C[C@H]1CN2CC[C@H]1C[C@@H]2CNS(=O)(=O)c1ccc2ccccc2c1 was read as 12-LOX inh -13%[176 µM].
CC1(C)C(C(=O)N2CCCC(CNC(=O)c3ccc(F)cc3)C2)C1(C)C (stereo not drawn) was read as 12-LOX inh 29%.
Screening C#CCN(C)C[C@H]1CN2CC[C@H]1C[C@@H]2CNC(=O)Nc1ccc(OC)cc1 returned 12-LOX inh 33%[176 µM].
For Cc1ncc2c(n1)C[C@@H]1CC[C@H]2N1C(=O)c1cccnc1 the results were 12-LOX inh 15%.
COc1ccc(CN2CCN(C(=O)COc3ccc4ccccc4c3)CC2)cc1OC was read as 12-LOX inh inconclusive.
c1ccc(N2CCC3(CCNCC3)CC2)cc1 was read as 12-LOX inh inconclusive.
For CC(=O)N1CCCC2(CC(c3cccnc3)=NO2)C1 (stereo not drawn) the results were 12-LOX inh inconclusive.
`O=C1CC2(CCN(Cc3ccccn3)C2)Nc2ccccc2N1` (stereo not drawn) gave 12-LOX inh 87%[activator].
Screening C=CCNC(=O)c1c(N)n(Cc2ccccc2)c2nc3ccccc3nc12 returned 12-LOX inh -36%.
Cn1cc(CN2CCOC[C@H](O)C2)c2ccccc21 was read as 12-LOX inh 1%[176 µM].
`CC[C@H]1CN2CC[C@H]1C[C@@H]2CNCc1ccc(OC)cc1` gave 12-LOX inh 59%[activator][176 µM].
`O=C1Nc2ccccc2C12CCN(Cc1ccc(C(F)(F)F)cc1)CC2` gave 12-LOX inh 2%[6.33 µM].
O=C(NC[C@H]1C[C@@H]2CCN1C[C@@H]2CN1CCC(Cc2ccccc2)CC1)c1ccccc1 was read as 12-LOX inh inconclusive.
O=C(O)c1cccc(C(=O)N2C[C@@H]3C[C@H](C2)c2ccc(NC(=O)C4CC4)c(=O)n2C3)c1 was read as 12-LOX inh 0%[176 µM].
For O=C(CN1CC=C(c2ccccc2)CC1)N(C1CCCCC1)C1CCS(=O)(=O)C1 (stereo not drawn) the results were 12-LOX inh inconclusive.
For CCCNC(=O)C(C)N1CC=C(c2c[nH]c3ccccc23)CC1 (stereo not drawn) the results were 12-LOX inh -10%.
CCNC(=O)NC[C@H]1C[C@@H]2CCN1C[C@@H]2c1cc(-c2ccc(N(C)C)cc2)nc(C)n1 was read as 12-LOX inh 46%[activator][176 µM].
N#Cc1ccc(NC(=O)CSc2nnc(Cc3ccccc3)o2)cc1Cl was read as 12-LOX inh -16%.
`CNC1CCc2ccccc21` (stereo not drawn) gave 12-LOX inh -3%.
For CN(C)Cc1cn(C[C@H]2C[C@@H]3CCN2C[C@@H]3C(=O)Nc2ccccc2)nn1 the results were 12-LOX inh 30%[176 µM].
COCC(=O)N1[C@@H]2Cn3c(ccc(Br)c3=O)[C@H]1[C@@H](C(=O)OC)[C@@H]2CO was read as 12-LOX inh -26%.
`O=C(c1cnccn1)N1CCC2(CC1)CN(Cc1ccncc1)C2` gave 12-LOX inh inconclusive.
Screening Cc1[nH]cnc1-c1nccn1CCc1c[nH]c(=O)[nH]c1=O returned 12-LOX inh 21%.
Screening CN1CCN(C(=O)Cc2c[nH]c3ncc(-c4ccc(Cl)cc4)cc23)CC1 returned 12-LOX inh -27%[176 µM].
Screening CC1=NOC2(CCN(Cc3cc(C)on3)C2)C1 (stereo not drawn) returned 12-LOX inh 42%[176 µM].
Cc1cc(N2CCNC[C@H]2C)ccc1N1CC[C@H](O)C1 was read as 12-LOX inh inconclusive.
`O=C(c1ccccc1)N1C[C@@H]2C[C@H](C1)c1c(-c3ccc(Cl)cc3)ccc(=O)n1C2` gave 12-LOX inh 8%[176 µM].
For CN1CCN(C(=O)OC2c3nccnc3C(=O)N2c2ccc(Cl)cn2)CC1 (stereo not drawn) the results were 12-LOX inh -4%.
`COc1ccc(CCN)cc1S(N)(=O)=O` gave 12-LOX inh inconclusive.
CC(C)(O)C=CC(=O)[C@](C)(O)[C@H]1[C@H](O)C[C@]2(C)[C@@H]3CC=C4[C@@H](C=C(O)C(=O)C4(C)C)[C@]3(C)C(=O)C[C@@]12C was read as 12-LOX inh 2%[57.4 µM].
For CC(=O)NCCNC(=O)[C@H]1CN2CCC1C[C@@H]2Cn1cc(CN(C)Cc2ccccc2)nn1 (stereo partly drawn) the results were 12-LOX inh 34%[activator].
`COC1CC=C2CCN3CCC4=C(CC(=O)OC4)C23C1` (stereo not drawn) gave 12-LOX inh -3%.

Quoted at random: 2 records from the list
CCNC(=O)NC[C@H]1C[C@@H]2CCN1C[C@@H]2c1cc(-c2ccc(N(C)C)cc2)nc(C)n1 was read as 12-LOX inh 46%[activator][176 µM].
Cc1cc(N2CCNC[C@H]2C)ccc1N1CC[C@H](O)C1 was read as 12-LOX inh inconclusive.

The listing picks up, repeating the 7 entries before the break.
Cc1cc(N2CCNC[C@H]2C)ccc1N1CC[C@H](O)C1 was read as 12-LOX inh inconclusive.
`O=C(c1ccccc1)N1C[C@@H]2C[C@H](C1)c1c(-c3ccc(Cl)cc3)ccc(=O)n1C2` gave 12-LOX inh 8%[176 µM].
For CN1CCN(C(=O)OC2c3nccnc3C(=O)N2c2ccc(Cl)cn2)CC1 (stereo not drawn) the results were 12-LOX inh -4%.
`COc1ccc(CCN)cc1S(N)(=O)=O` gave 12-LOX inh inconclusive.
CC(C)(O)C=CC(=O)[C@](C)(O)[C@H]1[C@H](O)C[C@]2(C)[C@@H]3CC=C4[C@@H](C=C(O)C(=O)C4(C)C)[C@]3(C)C(=O)C[C@@]12C was read as 12-LOX inh 2%[57.4 µM].
For CC(=O)NCCNC(=O)[C@H]1CN2CCC1C[C@@H]2Cn1cc(CN(C)Cc2ccccc2)nn1 (stereo partly drawn) the results were 12-LOX inh 34%[activator].
`COC1CC=C2CCN3CCC4=C(CC(=O)OC4)C23C1` (stereo not drawn) gave 12-LOX inh -3%.
`CC(=O)OCC1=C(C(=O)O)N2C(=O)[C@@H](N)[C@H]2SC1` gave 12-LOX inh -5%[57.4 µM].
Screening COc1ccc(-c2cc([C@H]3CN4CC[C@H]3C[C@@H]4CNC(=O)Nc3ccccc3)n(C)n2)cc1OC returned 12-LOX inh 8%.
CC(C)CCN1CC2(C1)C(=O)Nc1ccccc12 was read as 12-LOX inh 2%[12.5 µM].
For O=C1NCCCCCN[C@H]2CCCC[C@@H]12 the results were 12-LOX inh 52%[activator].
For CCc1cc(OC)c(CCN)cc1OC the results were 12-LOX inh -1%.
O=C1CCC[C@H]2[C@@H]3CCCN4CCC[C@H](CN12)[C@H]34 was read as 12-LOX inh 1%.
`COc1cc2c(cc1OCC1CC1)NC(=O)C21CCN(c2nc(C)cc(C)n2)CC1` gave 12-LOX inh inconclusive.
N#CC1(c2ccccc2)CCN(C(=O)c2cn(CC3CCCNC3)nn2)CC1 (stereo not drawn) was read as 12-LOX inh 10%.
For COc1cc2c(cc1OCC1CC1)NC(=O)C21CCN(c2nccs2)CC1 the results were 12-LOX inh inconclusive.
`Cc1ccc(NC(=O)c2cn(Cc3ccccc3)nn2)c(C)c1` gave 12-LOX inh -14%.
Screening COc1cc2c(cc1Oc1ccccc1)NC(=O)C21CCN(C(=O)c2cnccn2)CC1 returned 12-LOX inh 12%[176 µM].
COC(=O)c1sccc1NC(=O)N1[C@H]2CC[C@@H]1c1cncnc1C2 was read as 12-LOX inh 37%[activator].
COc1ccc(NC(=O)NC[C@H]2C[C@@H]3CCN2C[C@@H]3c2cc(C3CCCC3)nn2C)cc1 was read as 12-LOX inh 5%.
`Cc1ncc2c(n1)C[C@@H]1CC[C@H]2N1S(=O)(=O)c1ccccc1` gave 12-LOX inh -1%.
Cc1cccc(C(C)c2cnc[nH]2)c1C (stereo not drawn) was read as 12-LOX inh inconclusive.
For COc1ccc2c(c1)C1(CCN(S(=O)(=O)c3cccc(F)c3)C1)C(=O)N2C (stereo not drawn) the results were 12-LOX inh -2%.
For CC(=O)Nc1ccc(-c2ccc(=O)n3c2[C@@H]2C[C@@H](CN(C(=O)c4ccccc4)C2)C3)cc1 the results were 12-LOX inh 69%[activator][176 µM].
Screening O=[S+]1([O-])NCC2(CCN(Cc3ccccc3)C2)Oc2ncccc21 (stereo not drawn) returned 12-LOX inh 5%[6.33 µM].
O=C(c1cn(CCCOc2ccccc2Cl)c2ccccc12)C(F)(F)F was read as 12-LOX inh -3%.
For CC(=O)O[C@@]12CO[C@H]1C[C@H](O)[C@@]1(C)C(=O)[C@H](O)C3=C(C)[C@@H](O)C[C@@](O)([C@@H](OC(=O)c4ccccc4)[C@@H]21)C3(C)C the results were 12-LOX inh -5%[57.4 µM].
Cn1ccnc1CN1CCN2C(=O)N(c3ccccn3)C[C@H]2C1 was read as 12-LOX inh 67%[activator][176 µM].
Screening C=C[C@H]1CN2CC[C@H]1C[C@@H]2CNCc1ccc(C(C)C)cc1 returned 12-LOX inh 45%[activator][176 µM].
CC(C)CN1Cc2ccccc2-n2ccnc2C12CCN(C(=O)c1ccco1)CC2 was read as 12-LOX inh 28%.
Screening Clc1cc(CNC2CN3CCC2CC3)cc(Cl)c1OCc1ccccc1 (stereo not drawn) returned 12-LOX inh inconclusive.
`CN(C)c1ccc(C(=O)NC[C@H]2C[C@@H]3CCN2C[C@@H]3c2cc(C3CCCCC3)nn2C)cc1` gave 12-LOX inh 3%.
For COc1cc(CN2CCN(C(=O)COc3ccc4ccccc4c3)CC2)cc(OC)c1O the results were 12-LOX inh 1.6µM*.
`CC1=NOC2(CCN(Cc3cccnc3)C2)C1` (stereo not drawn) gave 12-LOX inh 41%[176 µM].
Screening COCC1CN(C2CCC2)CC12CCN(Cc1cccnc1)CC2 (stereo not drawn) returned 12-LOX inh 92%[activator].
For CN(C)c1ncc(CN2CCC3(CCNCC3)C2)cn1 the results were 12-LOX inh 7%.
For O=C([C@H]1CN2CCC1C[C@@H]2Cn1cc(-c2ccccn2)nn1)N1CCOCC1 (stereo partly drawn) the results were 12-LOX inh 7%[176 µM].
`CC(=O)N1CC2(CCCN2Cc2cccnc2)Cc2ccccc21` (stereo not drawn) gave 12-LOX inh 3%[6.33 µM].
For CC1=C(C(=O)c2ccccc2)C2(C(=O)Nc3ccc(Br)cc32)C(C(=O)OCc2ccccc2)=C(N)O1 (stereo not drawn) the results were 12-LOX inh -23%.
Screening Cc1ccc(S(=O)(=O)NC[C@H]2C[C@@H]3CCN2C[C@@H]3CN(C)CCc2ccccn2)cc1 returned 12-LOX inh 28%.
Cc1ccc(S(=O)(=O)NCCNc2ccc([N+](=O)[O-])c3cccnc23)cc1 was read as 12-LOX inh 10%.
FC(F)(F)c1cccc(-n2nnnc2C2(N3CCCCC3)CCCCC2)c1 was read as 12-LOX inh 5%.
`Cc1ccc(NC(=O)N2[C@H]3CC[C@@H]2c2cncnc2C3)cc1F` gave 12-LOX inh 1%.
Cn1cc(CN2CCN(C(=O)COc3ccccc3)CC2)ccc1=O was read as 12-LOX inh 48%.
For COc1ccc(-c2c(C)oc3cc(OC(=O)N(C)C)ccc3c2=O)cc1 the results were 12-LOX inh 35%[activator].
Screening Cc1ccc(-n2nnnc2C2(N)CCCCC2)cc1 returned 12-LOX inh 17%.
C=C(C)[C@@]12OC3(c4ccccc4)O[C@@H]1[C@@H]1[C@@H]4O[C@]4(CO)[C@@H](O)[C@]4(O)C(=O)C(C)=C[C@H]4[C@@]1(O3)[C@H](C)[C@H]2OC(=O)/C=C/C=C/c1ccccc1 was read as 12-LOX inh 21%.
COc1ccc(C2SCC(=O)Nc3c2c(C)nn3-c2ccc(C)cc2)cc1OC (stereo not drawn) was read as 12-LOX inh -29%.
Cc1ncc2c(c1CNCC1(O)CNCCOC1)CCNC2 (stereo not drawn) was read as 12-LOX inh inconclusive.
Screening O=C(O)C1=NOC2CN(CC3CCOCC3)CC12 (stereo not drawn) returned 12-LOX inh -23%[12.5 µM].
COc1ccccc1CNC(=O)[C@H]1CN2CCC1C[C@@H]2Cn1cc(C(C)(C)O)nn1 (stereo partly drawn) was read as 12-LOX inh 23%[176 µM].
NS(=O)(=O)c1ccc(-c2ccc(C=C3C(=O)NC(=S)NC3=O)o2)cc1 was read as 12-LOX inh inconclusive.
COC(=O)[C@@H]1[C@@H](CO)[C@@H]2Cn3c(ccc(Br)c3=O)[C@H]1N2C(=O)Cc1ccccn1 was read as 12-LOX inh inconclusive.
For CCCCc1cn(C[C@H]2C[C@@H]3CCN2C[C@@H]3C(=O)NC2CCCCC2)nn1 the results were 12-LOX inh 25%[176 µM].
Screening CN(C)C(=O)Oc1ccc2c(=O)c(-c3ccc(Br)cc3)c(C(F)(F)F)oc2c1 returned 12-LOX inh -28%.
For O=C1Nc2ccccc2C12CCN(CC1CC1)CC2 the results were 12-LOX inh 13%[12.5 µM].
COc1cc2c(cc1OC1CCCC1)NC(=O)C21CCN(Cc2cccc(O)c2)CC1 was read as 12-LOX inh -4%[176 µM].
Fc1ccc(-c2ncc3c(n2)C[C@@H]2CC[C@H]3N2)cc1 was read as 12-LOX inh 2%.

These rows are one share of the data (hit frequency here may not be typical).
